DAGLB inhibitor – diacylglycerol lipase beta (human) inhibition; 340,000 compounds, 0.059% hits; HEK293T DAGLB membrane lysate, EnzChek fluorogenic substrate; inhibition, % at 5.17 µM; AID 504411; in the data active = inhibition above about 34%;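 also: 0% = enzyme with vehicle and 100% = wells lacking enzyme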
phage Ecoli inh – E. coli growth loss with phage present. growth absorbance. inhibition, % at 11.9 µM. 360,000 compounds, 0.26% hits. AID 651602; in the data active = inhibition above about 11%
HTR5A ag – activates human HTR5A in OPRM1-OPRD1 agonist counter-screen | P47898 | HTR5A agonist assay, luminescence, cell-based | activation, % at 9.3 µM | 340,000 compounds, 0.61% hits | AID 504692; in the data active = activation mostly above about 9.5%, no sharp cut-off; inactive = mostly below about 7.6%;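 also: 0% = cells with vehicle only and 100% = reference agonist; strong numbers were not always called active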
SUMO Mot1 rescue – inhibitors of SUMOylation pathway: yeast Mot1-301 growth rescue; S. cerevisiae Mot1-301 growth rescue, ATP luminescence, 38.5C; percent above DMSO median, 100 means doubled; growth rescue, % at 18.8 µM; AID 2716; 320,000 compounds, 1% hits;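 active = every valid replicate shows activation above 250% relative to neutral control wells; inactive = the rest, any valid replicate at or below 250%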;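 also: OY570 slx delta 5 strain wells were the positive control but not used for scaling; some compounds called inactive have numbers as strong as hits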
PKA-R2B activ – activators of human PKA-R2B complex | PKA-R2B holoenzyme dissociation, Cy5-IP20 fluorescence polarization; R2B truncated from residue 108, S112A mutant; 0% DMSO only, 100% 113 µM cGMP | activation, % at 11.4 µM | AID 504700 | P22694+P31323 | 340,000 compounds, 0.079% hits;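 active = activation above a cutoff set at the mean over all compounds plus 3 SD, cut at about 18% in these data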;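 also: higher means more holoenzyme dissociation and a rise in polarization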
Target sequence (P31323 whole entry, looked up, other chains not shown, the tested form may be a part): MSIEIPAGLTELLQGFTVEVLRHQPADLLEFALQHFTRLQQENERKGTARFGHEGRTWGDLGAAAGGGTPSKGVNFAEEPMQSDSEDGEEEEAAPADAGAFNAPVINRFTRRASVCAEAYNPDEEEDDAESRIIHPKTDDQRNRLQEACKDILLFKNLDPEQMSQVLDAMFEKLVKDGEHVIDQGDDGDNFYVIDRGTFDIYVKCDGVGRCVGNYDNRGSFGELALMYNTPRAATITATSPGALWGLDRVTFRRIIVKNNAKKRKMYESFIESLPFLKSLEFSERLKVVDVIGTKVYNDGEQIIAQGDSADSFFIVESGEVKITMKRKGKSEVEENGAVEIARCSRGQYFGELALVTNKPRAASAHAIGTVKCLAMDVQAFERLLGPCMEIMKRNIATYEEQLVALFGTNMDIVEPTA
PKA-R1A act – PKA-R1A complex activation; PKA-R1A dissociation, Cy5-IP20 fluorescence polarization; scaled: DMSO 0%, 113 µM cGMP 100%; activation, % at 11.4 µM; 340,000 compounds, 0.083% hits;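 active = percent activation above the mean of all tested compounds plus 3 SD, cut at about 19% in these data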;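 also: higher means more PKAc released from R1A so a rise in polarization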
HTR5A inv ctr – inverse agonist of human HTR5A in OPRM1-OPRD1 counter-screen; HTR5A cell line, luminescence, inverse agonism; 340,000 compounds, 0.083% hits; inhibition, % at 9.3 µM; in the data active = inhibition mostly above about 23%, no sharp cut-off; inactive = mostly below about 18%;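 also: 0% = cells with DMSO and 100% = no-cell wells with DMSO; some compounds called inactive have numbers as strong as hits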
Ecoli viability – counter-screen for AddAB inhibitors: E. coli growth inhibition; E. coli V3065 growth, OD600 absorbance, 18 h; inhibition, % at 11.9 µM; 330,000 compounds, 0.27% hits; AID 449728;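 active = inhibition above the campaign's mean inhibition across all tested compounds plus 3 SD, cut at about 9.9% in these data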;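 also: uninfected addAB+ strain grown without phage in ampicillin broth; 0% = DMSO wells and 100% = ciprofloxacin 0.95 µg/ml wells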
Tat export inh – blocks Tat-dependent protein export in E. coli | E. coli MC4100 TorA-mCherry Tat export, fluorescence | inhibition, % at 10 µM | 340,000 compounds, 0.036% hits | AID 488895;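 active = mean replicate inhibition at least 50% and at least half of replicates individually reaching 50%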;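 also: exported cargo escapes ClpAP degradation while cytoplasmic cargo is degraded and loses fluorescence; 0% = median of neutral control wells and 100% = median of NaSCN control wells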
CDK5 inh – inhibitors of human CDK5/p35 kinase; inhibition, % at 10 µM; AID 488839; 330,000 compounds, 0.01% hits; Recombinant CDK5/p35, ADP-Glo luminescence, 60 min;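 active = highest replicate inhibition of at least 50% and at least 75% of replicates reaching 50%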;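 also: plate controls were DMSO neutral control for no effect and GW8510 at 10 µM for full effect; many of its hits are not listed in these tables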
Target sequence (Q00535 whole entry, looked up): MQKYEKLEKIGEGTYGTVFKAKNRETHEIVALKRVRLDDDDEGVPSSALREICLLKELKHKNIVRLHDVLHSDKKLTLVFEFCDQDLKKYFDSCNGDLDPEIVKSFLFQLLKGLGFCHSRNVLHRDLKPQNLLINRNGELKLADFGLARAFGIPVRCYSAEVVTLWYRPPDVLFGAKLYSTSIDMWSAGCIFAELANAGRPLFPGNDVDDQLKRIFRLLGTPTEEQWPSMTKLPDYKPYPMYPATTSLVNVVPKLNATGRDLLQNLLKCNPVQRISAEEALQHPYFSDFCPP
Target sequence (Q15078 whole entry, looked up): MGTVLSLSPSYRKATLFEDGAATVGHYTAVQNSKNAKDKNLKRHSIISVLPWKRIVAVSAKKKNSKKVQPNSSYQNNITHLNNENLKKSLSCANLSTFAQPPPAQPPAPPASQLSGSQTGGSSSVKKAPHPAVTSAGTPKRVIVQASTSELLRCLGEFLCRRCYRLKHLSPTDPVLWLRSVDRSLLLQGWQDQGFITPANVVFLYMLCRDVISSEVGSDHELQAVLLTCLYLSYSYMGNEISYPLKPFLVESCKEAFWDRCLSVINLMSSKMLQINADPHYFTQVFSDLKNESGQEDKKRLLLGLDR
AddAB inh – less growth of phage-infected E. coli with AddAB | E. coli expressing H. pylori AddAB, absorbance growth | inhibition, % at 11.9 µM | 330,000 compounds, 0.29% hits; in the data active = inhibition above about 12%;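 also: 0% = vehicle wells of infected cells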
Numbers without * were called inactive; x = no result given.

SMILES	DAGLB inhibitor	phage Ecoli inh	HTR5A ag	SUMO Mot1 rescue	PKA-R2B activ	PKA-R1A act	HTR5A inv ctr	Ecoli viability	Tat export inh	CDK5 inh	AddAB inh
CCOC(=O)C1=CC[C@H]2c3c(c4ccccc4n3C)C[C@H]1N2C	-1	0.6	2	-16	-4	-5	16	-1.2	-6	-1.3	2.1
CCS(=O)(=O)N1CCC(c2nc(-c3ccc(C(F)(F)F)cc3)no2)CC1	-2	2.7	0	0	-7	-3	8	-0.7	-10	-7.2	0.3
CC(C)N(Cc1cn[nH]c1-c1ccc(-c2ccccc2)cc1)Cc1nccn1C	0	5.5	1	2	-4	2	-4	-0.5	-3	0.9	3.2
C=CCn1c(CSc2nc3ccccc3s2)nnc1SCC(=O)NCc1cccnc1	0	0.8	-2	-6	3	-1	-27	-3.8	2	0.9	0.2
COc1ccc(C(CC(=O)O)c2ccc3c(c2)OCO3)cc1 (stereo not given)	-3	-2.3	0	-10	-16	-15	2	-0.9	1	-0.3	-0.9
O=[N+]([O-])c1ccc(COc2cccc(CN3CCCC3)c2)cc1	2	5.8	0	x	-11	-5	0	x	9	-4.3	x
O=C(c1c(F)c(F)c(F)c(F)c1F)N1CCc2ccccc21	-5	3.8	10	-16	3	3	-14	0.9	-5	0.0	1.6
O=C(N/N=C\c1cc(Br)c(Br)o1)c1cncc(Br)c1	-6	1.5	1	-4	-3	-13	15	1.2	2	2.1	2.1
CCOC(=O)c1c(/N=C/C2C(=O)CC(C)(C)CC2=O)sc(C)c1C	-3	4.0	3	-3	1	-2	21	-0.5	-2	1.8	-0.8
CC1CCCCN1C(=O)C1CC(c2ccc(F)cc2)=NO1 (stereo not given)	-4	x	4	3	-4	3	10	-1.1	2	-0.3	0.1
Clc1cccc(Cn2ncc3ccccc32)c1	-1	4.3	-1	237	-9	2	4	x	6	-1.5	x
CCN(C(=O)COC(=O)c1ncc(Cl)c(Cl)c1Cl)c1c(N)n(Cc2ccccc2)c(=O)[nH]c1=O	5	1.9	2	x	-3	-6	3	x	-6	-0.7	x
O=[N+]([O-])c1cc(Cc2ccccc2)cc(C=Nc2ccc(N3CCOCC3)cc2)c1O	21	x	-1	23	-45	-63	13	-0.5	-4	0.4	0.8
CC/C=C/C(=O)N1CC2(CC(c3cccc(NC(=O)CC(c4ccccc4)c4ccccc4)c3)=NO2)C[C@@H]1C(N)=O (stereo not given in full)	-3	-0.6	-1	19	-3	4	4	-2.0	0	-0.9	4.0
Cn1cnnc1SCc1ccc(-c2ccc(Br)cc2)o1	3	1.5	0	-19	-8	-16	-6	-1.2	-6	-0.1	-0.2
CCc1c(C)c(C#N)c2nc3ccccc3n2c1NCCOC	-1	1.6	0	3	1	9	1	-0.8	-4	-0.5	-1.0
O=C(CCCCCN1C(=O)[C@@H]2Cc3ccccc3CN2C1=O)Nc1ccccc1Cl	1	1.3	0	19	-2	2	2	-2.4	-11	-0.8	1.0
Cn1nc(-c2ccccc2)c(COC(=O)c2cccc(Cl)c2)c1S(=O)(=O)c1ccccc1	-2	3.1	0	25	-12	-1	11	-0.5	10	1.3	1.6
Cc1ccc(C)c(OC(=O)c2cncc(Br)c2)c1	-6	2.9	0	-6	-8	-1	-15	1.9	-3	-1.3	0.2
O=C(c1ccco1)N1CCN(C(=O)c2ccccc2OC(=O)C23CC4CC(CC(C4)C2)C3)CC1	-1	1.4	3	x	-4	2	-35	x	-1	0.0	x
O=C1NC(=S)N/C1=C/c1cccc2ccccc12	-8	0.6	-2	2	-4	-17	6	-0.3	7	-2.0	-3.0
CC(CN1CCCCC1)OC(=O)c1ccc(Cl)cc1Cl (stereo not given)	-3	2.8	6	18	-4	4	-3	-0.4	-4	2.2	-0.2
O=C(c1ccccc1NS(=O)(=O)c1cccc2cccnc12)N1CCOCC1	-2	3.8	0	-17	-9	-8	-1	0.9	0	4.4	3.6
O=C(CNC(=O)C1CCCCC1)OCC(=O)c1ccc(F)cc1	0	2.3	0	-3	-6	-10	0	0.3	-3	-0.5	5.3
Cc1ccc(S(N)(=O)=O)cc1NC(=O)C1CC2CCC1C2 (stereo not given)	-2	2.5	-2	35	-10	-8	2	-0.2	2	1.2	-0.5
CCOC(=O)C(C)On1c(-c2cccc(Cl)c2)nc2ccc([N+](=O)[O-])cc21 (stereo not given)	-3	3.9	7	5	0	9	17	-0.7	-6	2.0	3.9
Cc1cc(NC(=O)CSc2nnc(Nc3ccccc3)s2)no1	-1	1.9	3	47	-2	-8	10	-1.5	-2	-2.2	-2.2
COc1ccc(C(=O)c2c3ccc(OC)cc3[n+]([O-])n2Cc2ccc(C(N)=O)cc2)cc1	-4	4.6	5	-15	-6	1	12	2.7	-5	-2.5	3.4
CC1Cc2ccccc2N1S(=O)(=O)c1cccs1 (stereo not given)	0	3.0	-2	15	7	3	5	0.6	-6	0.6	2.6
CC(C)NC(=O)C1CCN(C2CCN(C(=O)/C=C/c3cccs3)CC2)CC1	-1	-0.5	-5	x	-12	5	25	-0.2	-1	0.0	0.5

Four neighbouring entries out of the list so far:
SMILES	DAGLB inhibitor	phage Ecoli inh	HTR5A ag	SUMO Mot1 rescue	PKA-R2B activ	PKA-R1A act	HTR5A inv ctr	Ecoli viability	Tat export inh	CDK5 inh	AddAB inh
CCc1c(C)c(C#N)c2nc3ccccc3n2c1NCCOC	-1	1.6	0	3	1	9	1	-0.8	-4	-0.5	-1.0
O=C(CCCCCN1C(=O)[C@@H]2Cc3ccccc3CN2C1=O)Nc1ccccc1Cl	1	1.3	0	19	-2	2	2	-2.4	-11	-0.8	1.0
Cn1nc(-c2ccccc2)c(COC(=O)c2cccc(Cl)c2)c1S(=O)(=O)c1ccccc1	-2	3.1	0	25	-12	-1	11	-0.5	10	1.3	1.6
Cc1ccc(C)c(OC(=O)c2cncc(Br)c2)c1	-6	2.9	0	-6	-8	-1	-15	1.9	-3	-1.3	0.2

Other compounds:
SMILES	DAGLB inhibitor	phage Ecoli inh	HTR5A ag	SUMO Mot1 rescue	PKA-R2B activ	PKA-R1A act	HTR5A inv ctr	Ecoli viability	Tat export inh	CDK5 inh	AddAB inh
O=Cc1ccc(O)c2ncccc12	6	x	-2	x	3	-12	7	x	0	2.0	x
Cc1nc2sc3c(c2c(=O)[nH]1)CCCC3	2	0.8	-2	-6	-7	2	6	-1.2	21	-4.5	-1.5
CC1CCCC(N2CCN(C(=O)c3cccc(F)c3)CC2)C1 (stereo not given)	0	4.1	4	22	7	0	13	-1.4	-5	0.6	0.8
O=C(Nc1ccccc1)n1cc(-c2ccccn2)c(N2CCOCC2)n1	-1	2.5	7	-12	18	3	-18	2.9	3	-0.2	4.2
COc1ccc(CN2CCN(c3cccc(C)c3C)CC2)cc1OC	-4	1.2	-2	-4	1	-6	7	-0.2	-10	-1.1	0.4
COc1cc(C(=O)N/N=c2/sc3ccccc3n2C)cc(OC)c1OC	-2	0.6	-2	59	-3	4	5	3.4	-5	0.5	0.9
CCCCc1ccc(/C(C)=N/Nc2cc(N3CCOCC3)nc(C)n2)cc1	-5	-1.1	-7	-7	-9	-8	25	-1.3	2	0.1	-4.1
CC(C)c1ccc(S(=O)(=O)N2CCN(CC(=O)Nc3ccc4c(c3)OCO4)CC2)cc1	-2	0.2	-3	19	-6	-8	-7	0.7	-2	-0.6	2.0
COCc1cc(C)nc(SCC(=O)Nc2cccc(C)c2C)c1C#N	-1	0.8	9	-12	-5	4	-9	0.9	2	1.5	1.0
CCOC(=O)CCC(=O)NCc1ccc2c(c1)cc(C)n2C	0	3.1	7	-1	-5	11	-17	-0.7	2	3.8	0.7
COc1cc(SC#N)ccc1N=Cc1c(C)[nH]n(-c2ccc(C)cc2)c1=O	0	4.2	11*	-8	-11	-12	-15	-2.3	-1	0.7	3.1
CN(C(=O)c1ccc2c(c1)OCO2)C1(C)CCS(=O)(=O)C1 (stereo not given)	-2	4.3	0	78	-17	-15	-1	-0.2	4	1.8	0.0
O=c1[nH][nH]c(-c2ccccc2)c1-c1ccccc1	-2	2.7	0	x	-3	2	0	x	-4	11	x
C=CCn1c(SCc2nc3cc(C(=O)OC)ccc3c(=O)[nH]2)nc2sc(CC)cc2c1=O	-2	1.4	2	7	-3	-3	11	-0.7	-1	-0.5	0.4
O=C(Nc1nnc(COc2ccccc2)s1)Nc1ccccc1F	0	3.0	-1	36	11	10	0	0.7	-1	0.4	0.0

The last 5 compounds of the section above lead into the next:
SMILES	DAGLB inhibitor	phage Ecoli inh	HTR5A ag	SUMO Mot1 rescue	PKA-R2B activ	PKA-R1A act	HTR5A inv ctr	Ecoli viability	Tat export inh	CDK5 inh	AddAB inh
COc1cc(SC#N)ccc1N=Cc1c(C)[nH]n(-c2ccc(C)cc2)c1=O	0	4.2	11*	-8	-11	-12	-15	-2.3	-1	0.7	3.1
CN(C(=O)c1ccc2c(c1)OCO2)C1(C)CCS(=O)(=O)C1 (stereo not given)	-2	4.3	0	78	-17	-15	-1	-0.2	4	1.8	0.0
O=c1[nH][nH]c(-c2ccccc2)c1-c1ccccc1	-2	2.7	0	x	-3	2	0	x	-4	11	x
C=CCn1c(SCc2nc3cc(C(=O)OC)ccc3c(=O)[nH]2)nc2sc(CC)cc2c1=O	-2	1.4	2	7	-3	-3	11	-0.7	-1	-0.5	0.4
O=C(Nc1nnc(COc2ccccc2)s1)Nc1ccccc1F	0	3.0	-1	36	11	10	0	0.7	-1	0.4	0.0
Clc1ccc(C2=NNC(=NCc3ccc4c(c3)OCO4)SC2)cc1	0	2.0	2	96	-2	0	9	-0.7	-2	-0.4	4.8
O=C1OCC/C1=C\c1ccccc1O	0	2.3	-3	15	5	4	18	1.1	1	0.1	4.4
CCCn1c(=O)c(C(=O)Nc2ncccc2O)c(O)c2ccccc21	3	5.5	-3	-4	-6	1	12	x	15	-7.2	x
CCC(=O)c1ccc(OCC(O)CN(C)C2CCCCC2)cc1 (stereo not given)	-1	2.3	-2	-6	-8	-13	11	1.4	13	0.3	4.0
Cc1cc(C)cc(N(C(=O)c2ccco2)C(C(=O)NC2CCCC2)c2ccncc2)c1 (stereo not given)	-3	2.4	8	9	-5	-2	-15	2.8	-1	4.8	3.3
Cc1ccc(-n2nc(C(=O)O)nc2-c2ccccc2)cc1	1	-0.2	4	-8	-5	-7	-10	2.2	6	-0.5	5.8
COc1cc2cnc(-c3ccccc3)c(-c3ccc(C(F)(F)F)cc3)c2cc1OC	-5	1.8	-1	12	-2	-1	3	0.1	-14	-1.0	-3.9
O=C(CCN1CCN(c2ccccc2)CC1)Nc1ccc(OCc2ccccc2)cc1	1	1.6	-3	-1	2	7	0	-1.2	-12	-0.8	1.2
O=C(/C=C/c1ccco1)NC(=S)Nc1ccccc1	-5	-1.3	0	-11	-1	2	0	0.9	-6	-0.2	5.0
COC(=O)/C(=C\c1ccc([N+](=O)[O-])cc1)NC(=O)c1ccccc1	1	4.4	-3	x	-7	-2	11	x	-2	0.7	x
N#CC1=C(N)Oc2cc(O)c(Cl)cc2C1c1cccnc1 (stereo not given)	2	-0.4	2	-10	-1	-14	-6	x	2	1.0	x
